Lamin A splicing = LMNA splicing modulation; HeLa LMNA splicing GFP/RFP minigene ratio, 48 h; hit rate 0.01% among 200,000; AID 1487; Potency, µM (top dose mostly 46.1 µM), for the others: at the highest dose ratio change, negative = inhibition, most hits filed as inhibitors; active = well fitted inhibition curve with a large enough effect in the signal ratio, with a control signal flat, not every such curve was filed as active; inconclusive = small, poorly fitted or top-dose-only effect, or effect the other way, or a change in a side signal; the % refers to the signal ratio; note: potency is the fitted concentration of half-maximal effect; % is set by controls: 0 for no effect and ±100 for the full control effect
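S3 HeLa cells stably expressing lamin A-EGFP splicing minigene plus DsRed2, 600 cells/well, 48 h compound exposure at 37C. Laser-scanning cytometry; analysed as GFP (500-530 nm)/RFP (575-640 nm) total intensity ratio; 0.5% DMSO vehicle.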
KinaseGlo FLuc = Kinase-Glo luciferase inhibition (counter-screen) | Q27757 | Kinase-Glo luciferase, ATP luminescence, 8 min | Potency, µM (highest dose often 38.3 µM), for the others: at the top dose activity change, negative = inhibition, usual class: inhibitors | hit rate 0.28% among 200,000; note: potency is the fitted concentration of half-maximal effect; % is set by controls: 0 for no effect and ±100 for the full control effect; nearly all actives have a fitted effect of over 60% in size
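Luminescence was the read-out, taken after 8-minute incubation at ambient temperature. Luciferase turned over luciferin with 10 uM ATP in imidazole pH 7.2 buffer containing KCl, MgCl2, Tween 20 and BSA.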
HTT aggregate = mutant huntingtin aggregation inhibition | Potency, µM (top dose mostly 46.1 µM), without a hit: top-dose activity change, negative = inhibition, hits mostly inhibitors | AID 1688 | hit rate 1.1% among 220,000 | PC12 HttQ103-GFP aggregates, Acumen cytometry, 40 h; note: potency is the fitted concentration of half-maximal effect; % is set by controls: 0 for no effect and ±100 for the full control effect; nearly all actives have a fitted effect of over 60% in size
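Ecdysone-promoter PC12 model expressing HTT exon 1 Q103 fused to GFP, induced by tebufenozide at 100 nM final. Compounds titrated; aggregates sized 1–25 µm scored on a 488 nm laser cytometer.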
CBFb-RUNX1 inh = CBF-beta/RUNX1 interaction disruption | Potency, µM (series often up to 59.8 µM), for inactives: at the top dose activity, negative = inhibition, hits mostly inhibitors | AlphaScreen CBFb-His/RUNX1-biotin binding, biochemical | 230,000 tested, under 10 active; note: % of control where 0% means no effect
Target sequence (Q01196 whole entry, looked up): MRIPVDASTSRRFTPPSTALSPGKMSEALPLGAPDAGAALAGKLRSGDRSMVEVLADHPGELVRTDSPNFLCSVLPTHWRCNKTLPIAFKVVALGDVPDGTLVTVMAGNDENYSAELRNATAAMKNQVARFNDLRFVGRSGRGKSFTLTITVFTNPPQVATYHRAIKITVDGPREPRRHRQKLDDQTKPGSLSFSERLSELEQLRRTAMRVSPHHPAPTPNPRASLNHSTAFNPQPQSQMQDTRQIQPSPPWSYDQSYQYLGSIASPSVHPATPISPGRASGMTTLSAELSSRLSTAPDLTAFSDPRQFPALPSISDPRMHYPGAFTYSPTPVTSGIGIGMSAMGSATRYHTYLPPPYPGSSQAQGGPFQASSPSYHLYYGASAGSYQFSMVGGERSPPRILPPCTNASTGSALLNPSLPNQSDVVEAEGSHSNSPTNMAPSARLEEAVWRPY
Target sequence (Q13951 whole entry, looked up): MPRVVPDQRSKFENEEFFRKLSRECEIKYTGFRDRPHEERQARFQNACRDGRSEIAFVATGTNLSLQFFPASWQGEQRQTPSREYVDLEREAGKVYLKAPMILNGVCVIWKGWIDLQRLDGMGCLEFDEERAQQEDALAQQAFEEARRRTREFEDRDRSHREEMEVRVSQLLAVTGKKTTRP
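Read-out: AlphaScreen. Format: His-CBF-beta with biotinylated RUNX1 (30 nM each) preincubated 20 min, compound 15 min, Ni-chelate plus streptavidin beads 90 min; room temperature throughout.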
HTT ATP protect = Huntington cell model cytoprotection by ATP luminescence; PC12 HTT-Q103 induced, cytoprotection, ATP luminescence, 40 h; Potency, µM (titrated, usually from 56.4 µM), for inactives: cytoprotection (ATP increase), actives largely listed as activators; hit rate 0.14% among 230,000; AID 1471;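 note: potency is the fitted concentration of half-maximal effect; % of control where 0% means no effect; nearly all actives have a fitted effect of over 45% in size; toxic huntingtin expression switched on by the ecdysone agonist tebufenozide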
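Stable PC12 Q103-GFP cells in serum-supplemented, phenol red-free DMEM; induction by tebufenozide at 100 nM final; compound dose series; cell viability quantified luminescently from ATP.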
IMPase Li inh = membrane-permeable IMPase blocker, potentiated with lithium | Potency, µM (doses to about 59.4 µM), without a hit: at the highest dose activity, negative = IMPase inhibition, hits mostly inhibitors | CHO-M1 cells, IP1 TR-FRET (IP-One), carbachol + lithium | hit rate 0.35% among 210,000 | AID 1457;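 note: IP1 builds up when IMPase is blocked and the TR-FRET signal falls; potency is the fitted concentration of half-maximal effect; plate controls were basal vehicle for no effect and high inhibitor control for full effect; nearly all actives have a fitted effect of over 50% in size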
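Test compounds were applied to CHO-M1 cells previously cultured for 16–30 h at 2000 per well. A small lithium amount accompanied them; after 30 min at 37C, IP1 was quantified by TR-FRET.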
SMN2 splice up = increases expression of the SMN2 splice variant; Potency, µM (titrated, usually from 46.1 µM), for inactives: at the top dose activity change, positive = activation, usual class: activators; hit rate 2.8% among 210,000; AID 1458; HEK293 SMN2-luciferase splicing reporter, luminescence, 30-36 h; note: potency is the fitted concentration of half-maximal effect; % of control where 0% means no effect; nearly all actives have a fitted effect of over 55% in size
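qHTS luciferase splicing reporter: luminescence rises when SMN2 exon 7 is included in transfected HEK293 cells. Compound exposure lasted 30-36 h at 37C, with 4.5 mM final sodium butyrate as control, followed by a ONE-Glo read.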
An asterisk follows results filed as active; ? = inconclusive; . = no result given; [ ] = another dose, or the depositor's remark. Unless noted, calls come from the whole dose curve; as a rule, active = well fitted curve in the direction sought with a large enough effect; inconclusive = small, poorly fitted or top-dose-only effect, or another doubt; inactive = no such curve, though single readings can be large; an effect the other way counts as inactive or inconclusive.

SMILES | Lamin A splicing | KinaseGlo FLuc | HTT aggregate | CBFb-RUNX1 inh | HTT ATP protect | IMPase Li inh | SMN2 splice up
COCc1cc(C)nc(Nc2ccc(C)c(C)c2)c1C#N | -9% | . | ? | -10% | -14% | . | .
CC(Sc1cccc(C(F)(F)F)c1)C(=O)NC(N)=O (centres undefined) | 13% | -2% | 1% | 18% | -13% | 23%[38.3 µM] | 8%
COc1ccc(C(=O)Cn2nnc(-c3ccccc3NC(=O)C(F)(F)F)n2)cc1 | -6% | -3% | -6% | 3% | 7% | 30%[38.3 µM] | ?
Cc1c(N=C/C=C/c2ccccc2)cnn1C | -1% | 0% | -5% | 1% | 13% | -4%[38.3 µM] | -10%
Cn1c2c(c(=O)n(C)c1=O)C(NS(=O)(=O)c1ccc(Cl)cc1)(C(F)(F)F)C(=O)N2 (centres undefined) | 8% | -3% | -4% | 4% | 9% | 20%[38.3 µM] | 22%
O=S(=O)(c1ccc2c(c1)oc1ccccc12)N1CCOCC1 | 3% | 0% | -4% | 7% | -4%[0.074 µM] | 6%[38.3 µM] | -15%
COc1ccc(C2=NN(C(=O)/C=C/c3ccccc3)C(c3ccccc3)C2)c(OC(C)=O)c1 (centres undefined) | ? | 2% | -2% | 3% | -15%[10 µM] | 10% | -51%[inhibitor]
N#C/C(=C\c1ccco1)C(=O)Nn1cnnc1 | -2%[46 µM] | -8% | 22% | -6% | -38%[inhibitor] | -2% | 4%
CCCCCC1CCC(C(=O)O)CC1 (centres undefined) | 4% | -5% | -9% | 5% | -18% | -1%[38.3 µM] | -11%
COc1ccc(/C=C/c2nnc(NC(=O)CC(C)C)s2)cc1 | . | . | -1%[9.22 µM] | 7% | -29%[10 µM] | . | .
O=S(=O)(Nc1ccc2c(c1)nc1n2CCN(Cc2ccccc2)C1)c1ccc(F)cc1 | ? | 15% | -23% | -12% | -8% | -4%[38.3 µM] | -31%[inhibitor]
O=C(/C=C/c1cccs1)N1CCN(c2ccccc2)CC1 | ? | 0% | 20% | -3% | 25% | 1% | -4%
COc1ccc(N2CCN(C(=S)NC(=O)c3cccs3)CC2)c([N+](=O)[O-])c1 | . | 2% | ? | -19% | . | 5% | -14%
Cc1c(NC(=O)CS(=O)(=O)c2ccccc2)c(=O)n(-c2ccccc2)n1C | 7%[46 µM] | -2% | 1% | -1% | 2%[10 µM] | 4% | 4%
O=C(CCNC(=O)c1ccccc1)N=Nc1c(O)[nH]c2ccccc12 | -8%[46 µM] | -2% | -8% | 10% | -40%[inhibitor] | 7% | 7%
O=C(CCS(=O)(=O)c1ccccc1)Nc1nc(-c2cccs2)cs1 | ? | 0% | ? | 0%[2.36 µM] | . | 6% | -17%
CC(C)CCNC(=O)c1ccc(CS(=O)(=O)Cc2ccccc2F)o1 | . | 2% | -1% | -5% | -10% | -7% | ?
O=C(COc1ccc(Cl)cc1)OCc1csc(Nc2ccccc2)n1 | -13% | 1% | -9% | 28% | -38%[10 µM] | -1% | -7%
CC(C)(C)SCCNS(=O)(=O)c1ccc(F)cc1 | -5% | -1% | 0% | -7% | -12% | -12%[38.3 µM] | -31%[inhibitor]
CN(C)c1ccc(C2NCC(CCl)O2)cc1 (centres undefined) | 0%[0.0737 µM] | -2% | -2% | 5% | 15% | 21%[38.3 µM] | 0%

Filtered by structure: the entries above containing a cyano group.
SMILES | Lamin A splicing | KinaseGlo FLuc | HTT aggregate | CBFb-RUNX1 inh | HTT ATP protect | IMPase Li inh | SMN2 splice up
COCc1cc(C)nc(Nc2ccc(C)c(C)c2)c1C#N | -9% | . | ? | -10% | -14% | . | .
N#C/C(=C\c1ccco1)C(=O)Nn1cnnc1 | -2%[46 µM] | -8% | 22% | -6% | -38%[inhibitor] | -2% | 4%

Following part:
SMILES | Lamin A splicing | KinaseGlo FLuc | HTT aggregate | CBFb-RUNX1 inh | HTT ATP protect | IMPase Li inh | SMN2 splice up
CCCSc1sc(C(=O)OC)c(-c2cccs2)c1C#N | . | . | -9%[9.22 µM] | 14% | 22%[10 µM] | . | .
CC(C)c1nc(CNC(=O)c2cc(COc3c(F)cccc3F)on2)cs1 | . | . | -12%[9.22 µM] | 18% | 11%[10 µM] | 2% | .
O=c1[nH]c(SCc2ccc([N+](=O)[O-])cc2)nc2[nH]ncc12 | . | 2% | ? | 1% | -49% | 1% | 25%
Cc1ccc2cccc(S(=O)(=O)N3CCCc4ccccc43)c2n1 | -1%[46 µM] | 2% | -31% | 6% | 3% | 4% | -24%
O=C(CCn1cnc2ccccc21)N/N=C/c1ccccc1O | ? | 0% | 10µM* | -2% | -30%[10 µM] | 1% | -53%[inhibitor]
O=C(O)CSC1CC(=O)N(c2ccc(Cl)cc2)C1=O (centres undefined) | -2% | -5% | -1% | 12% | 16% | -7%[38.3 µM] | -2%
CCOC(=O)C(NC(=O)c1ccc(OC)cc1)(N1CCCC1=O)C(F)(F)F (centres undefined) | -6% | 0% | -6% | 5% | . | -7% | 11%
Cc1ccc(-c2noc(CSc3nnnn3C3CCCCC3)n2)cc1 | -5% | 2% | ? | 26% | -27% | 30%[38.3 µM] | 0%
CCc1ccc(CCC(=O)Nc2ccc(C(C)=O)cc2)o1 | -12% | 3% | 18% | 1% | -13%[10 µM] | -2% | 11%
Cc1cc2oc(=O)cc(CN3CCN(Cc4ccc5c(c4)OCO5)CC3)c2cc1C | -4% | 0% | -8% | -4% | 31%[10 µM] | 14% | -7%
Cn1c(=O)[nH]c(=O)c2c1nc(NCc1ccco1)n2CCCc1ccccc1 | 2% | 3% | 1% | 9% | -17%[0.074 µM] | -1%[38.3 µM] | 12%
Cc1ccc(N2C(=O)CC(N3CCSCC3)C2=O)c(C)c1 (centres undefined) | . | . | 5%[9.22 µM] | 4% | 16%[10 µM] | . | .
Cc1ccc(NC(=O)CSCC(=O)NC2CCCCC2)cc1 | 15% | 2% | -15% | -9% | . | -2% | 4%
CCn1c(COc2ccccc2C)nnc1SCC(=O)Nc1ccc2c(c1)OCCO2 | 0% | -1% | ? | 2% | 11% | 29%[38.3 µM] | .
Cc1nn(C)cc1CNC(=O)c1ccc(Br)o1 | -13% | . | -11% | 4% | -29% | . | .
COc1ccc(-c2noc(CN(C)Cc3ccc(C)o3)n2)cc1 | 6%[46 µM] | 0% | -6%[9.22 µM] | -5% | -4%[10 µM] | 6% | .
C[C@H]1O[C@@H](n2cc(F)c(=O)[nH]c2=O)[C@H](O)[C@@H]1O | ? | -3% | -14% | -9% | -26% | 44%[activator] | -5%
CN(C)CCCN1C(=O)C2CCc3[nH]c4ccccc4c3C2C1=O (centres undefined) | . | -3% | 6%[9.22 µM] | 18% | 2%[10 µM] | 14% | .
COc1cccc2oc(SC)cc(=O)c12 | . | ? | . | -4%[136 µM] | -340%[inhibitor][96.6 µM] | 12% | .
O=C(Nc1cccs1)Nc1ccccc1Cl | 2% | -11% | -28%[9.22 µM] | 3% | -1% | 43%[activator][38.3 µM] | -56%[inhibitor]
O=C1NCCCC1C(=O)N1CCN(C(c2ccccc2)c2ccccc2)CC1 (centres undefined) | -1% | 1% | 4% | 1% | 4% | -12%[38.3 µM] | -11%
Cc1nc(NC(=O)C2CCCCC2)sc1C | -3% | 3% | -11% | -3% | -45%[inhibitor][10 µM] | 8% | 20µM*
COCCn1c(=NC(=O)c2ccccc2[N+](=O)[O-])sc2cc(S(C)(=O)=O)ccc21 | -17% | -2% | -14% | 5% | 10%[10 µM] | 6% | -11%
CCOC(=O)c1csc(NC(=O)c2ccccc2)n1 | 0% | -4% | -2% | 0% | 3% | -3%[38.3 µM] | 11µM*
COc1cc(OC)cc(C(=O)NCC(=O)OC2CCOC2=O)c1 (centres undefined) | 0% | 0% | -5% | 0% | 2%[10 µM] | -5%[38.3 µM] | -10%
COc1ccc(NS(=O)(=O)c2ccc(NS(C)(=O)=O)cc2)cc1 | ? | 10% | -30% | 0% | 2% | 1%[38.3 µM] | -13%
Fc1ccc(C2CC(c3cccs3)=NN2c2ccccc2)cc1 (centres undefined) | ? | 1% | -5% | ? | 6%[10 µM] | -2% | -34%[inhibitor]
COC(=O)CCC(=O)Nc1cc(Cl)cc(Cl)c1 | . | -1% | -9%[9.22 µM] | 2% | -10%[10 µM] | -2% | .
CN1OC(Cn2cc(C#N)c(=O)n(C)c2=O)CC1c1ccccc1 (centres undefined) | . | 0% | -6% | -4% | -27% | 5% | -2%
CCc1ccc(/C=C2\Oc3ccc(C(=O)OC)cc3C2=O)cc1 | -5% | -7% | -13% | 4% | -48%[inhibitor][10 µM] | 3% | ?
OCCC1CN(Cc2cccc(C(F)(F)F)c2)CCN1Cc1ccccc1 (centres undefined) | . | . | 8%[9.22 µM] | 27% | 34%[10 µM] | 8% | .
COc1ccccc1/C=C/C=N/NC(=O)CCC1C(=O)NN=C1C (centres undefined) | -7% | 0% | 15% | 4% | 10%[10 µM] | 6% | 13%
Cc1ccc(S(=O)(=O)N2CCCC2C(=O)OCc2ccco2)cc1 (centres undefined) | 11% | -3% | 27% | -2% | 8% | 19%[38.3 µM] | .
CCC(NC(=O)COc1ccc([N+](=O)[O-])cc1)c1ccccc1 (centres undefined) | 14%[46 µM] | -1% | 13% | 0% | -22% | 7% | -2%
Cc1ccc(S(=O)(=O)N(C)CC(=O)N2CCOCC2)cc1 | -15% | 5% | 10% | 1% | -1% | -1%[38.3 µM] | 12%
O=C(CSc1ncn[nH]1)NCc1ccccc1 | 20% | -2% | -4% | 1% | 0% | 12%[38.3 µM] | -9%
CCOC(=O)/C(=N\NC(=O)c1ccccc1)c1ccccc1 | 9% | -4% | -5% | -3% | -13%[10 µM] | 13%[38.3 µM] | ?
C/C=C(/C)C(=O)Nc1cccc(C2=NOC3(C2)C[C@H](C(N)=O)N(C(=O)COc2ccc(Cl)cc2)C3)c1 (some centres undefined) | . | . | 28%[9.22 µM] | 12% | 13%[10 µM] | . | .
COc1ccc(CCNS(=O)(=O)c2cn(C)c(=O)n(C)c2=O)cc1OC | 0% | -1% | ? | 0% | -18% | -7%[38.3 µM] | -6%
COCCCNC(=S)N1CCC(NC(=O)c2ccco2)CC1 | . | 1% | -4%[9.22 µM] | -2% | 7%[10 µM] | -1% | -6%
CCOC(=O)N1CCN(C(=O)CN(c2cccc(C)c2)S(=O)(=O)c2ccccc2)CC1 | ? | -9% | -1% | -2% | 9% | 7%[38.3 µM] | -3%

Screening data as filed in PubChem BioAssay.

Compounds as they come (roughly 4% active in at least one column).
